ELG1 repair inh – blocks ELG1-dependent DNA repair in HEK293T cells | HEK293T ELG1-luciferase reporter, luminescence, 16 h; DNA damage induced by 5-fluorouridine | Potency, µM (series often up to 46.1 µM), for the others: top-dose activity change, negative = inhibition, most hits filed as inhibitors | 330,000 tested, 2.3% active; note: potency is the fitted concentration of half-maximal effect; % is set by controls: 0 for no effect and ±100 for the full control effect; nearly all actives have a fitted effect of over 55% in size
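Luminescence from the luciferase reporter, measured 30 min after ONE-Glo reagent at room temperature, was the read-out. Beforehand, 2,000 cells per well were exposed for 16 hr at 37 °C to 5-fluorouridine together with compound or vehicle.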
AT treatment – potential ataxia-telangiectasia treatment; […] A-T fibroblasts, KAP-1 phosphorylation AlphaLISA; neocarzinostatin DNA damage 30 min before lysis; Potency, µM (top dose mostly 57.5 µM), inactives show at the top dose activation, hits mostly activators; 320,000 tested, 0.19% active; AID 485349; note: potency is the fitted concentration of half-maximal effect; % of control where 0% means no effect; nearly all actives have a fitted effect of over 45% in size
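hTERT-immortalized A-T patient fibroblasts ([…]), 500 cells/well in OPTI-MEM, 1% FBS, got compounds for 60 min, then NCS for 30 min at 37C. Lysates were then assayed for phospho-KAP-1 by AlphaLISA (anti-pKAP1 donor, anti-KAP1 acceptor beads), 6 hr at 25C.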
p53 reactivation – mutant p53 re-activation in reporter cells; H1299 p53-A138V BP100-luciferase reporter, luminescence, 24 h; Potency, µM (series often up to 92.2 µM), without a hit: top-dose activity change, positive = activation, actives largely listed as activators; 320,000 tested, 0.063% active; note: potency is the fitted concentration of half-maximal effect; % of control where 0% means no effect; nearly all actives have a fitted effect of over 45% in size
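p53-null H1299 cells stably carrying temperature-sensitive p53-A138V and a BP100-luciferase reporter were pinned with compounds (4-point, 1:5 series) and held 24 hrs at 37 deg C. Luminescence was read 10 min after detection reagent.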
TRPV1 agonist – agonists of human vanilloid receptor 1 (TRPV1); TRPV1-expressing cells, Fluo-8 calcium influx, agonist mode; 320,000 tested, 0.19% active; activation, % at 8.33 µM; Q8NER1; in the data active = activation above about 80%; inconclusive = between about 30% and that limit; note: 0% is about no effect
Target sequence (Q8NER1 whole entry, looked up): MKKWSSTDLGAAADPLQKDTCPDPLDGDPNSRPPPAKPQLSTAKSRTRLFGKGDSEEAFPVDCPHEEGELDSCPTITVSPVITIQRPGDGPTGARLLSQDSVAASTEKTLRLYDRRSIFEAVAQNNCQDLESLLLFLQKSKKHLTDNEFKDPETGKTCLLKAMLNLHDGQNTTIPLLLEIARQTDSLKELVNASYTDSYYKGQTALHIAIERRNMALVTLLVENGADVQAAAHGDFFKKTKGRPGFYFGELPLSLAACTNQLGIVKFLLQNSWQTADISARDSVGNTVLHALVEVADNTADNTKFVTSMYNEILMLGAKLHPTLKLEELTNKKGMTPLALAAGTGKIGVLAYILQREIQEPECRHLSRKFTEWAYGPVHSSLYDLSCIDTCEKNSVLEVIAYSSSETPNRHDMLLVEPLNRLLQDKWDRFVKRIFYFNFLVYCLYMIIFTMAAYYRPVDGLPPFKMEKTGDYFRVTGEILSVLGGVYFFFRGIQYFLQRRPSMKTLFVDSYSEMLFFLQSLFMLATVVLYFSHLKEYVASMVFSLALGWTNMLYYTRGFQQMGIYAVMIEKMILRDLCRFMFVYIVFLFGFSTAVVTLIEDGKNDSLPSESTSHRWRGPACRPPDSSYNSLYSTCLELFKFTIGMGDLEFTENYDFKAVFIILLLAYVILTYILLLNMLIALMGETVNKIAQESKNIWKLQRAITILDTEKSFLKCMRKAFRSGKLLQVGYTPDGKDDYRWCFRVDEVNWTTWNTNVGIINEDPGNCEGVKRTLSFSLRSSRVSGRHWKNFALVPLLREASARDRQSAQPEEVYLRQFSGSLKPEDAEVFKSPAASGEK
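Fluo-8 calcium influx in TRPV1-expressing cells, kinetic read (ex 480/em 520 nm). Compound added and read 3 min for agonist activity, followed by capsaicin at EC20 final and 2 min further read for enhancement.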
BRCA1 expr up – activators of BRCA1 expression | MCF7-BRCA1-FFLuc reporter, luminescence, 48 h; response scale: scaled: vehicle 0%, 10 µM genistein 100% | Potency, µM (highest dose often 46.1 µM), for inactives: at the top dose activation, hits mostly activators | 380,000 tested, 1.1% active | AID 624202; note: potency is the fitted concentration of half-maximal effect; nearly all actives have a fitted effect of over 80% in size; some results filed as inactive show a strong effect at the top dose
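First, MCF7-BRCA1-FFLuc cells (2000/well) attach for 2 h; next, compounds are pin-added and incubated 48 h at 37 °C; finally, luciferase reagent is added and luminescence read after 15 min.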
PTAP TSG101 blk – blocks PTAP/TSG101 interaction to inhibit HIV-1 budding; Q99816; Fluorescence polarization, FITC-PTAP peptide / Tsg101 binding; Potency, µM (series often up to 115 µM), for inactives: at the highest dose activity change, negative = inhibition, most hits filed as inhibitors; 340,000 tested, under 10 active; active = well fitted inhibition curve with a large enough effect in the main read-out, with a control signal flat, not every such curve was filed as active; inconclusive = small, poorly fitted or top-dose-only effect, or effect the other way, or a change in a side signal; inactive = no such curve, though single readings can be large or run the other way; note: potency is the fitted concentration of half-maximal effect; % of control where 0% means no effect
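Fluorescence anisotropy tracks displacement of a FITC-tagged PTAP peptide (50 nM) from the Tsg101 binding domain (10 uM), following a 20 min room-temperature incubation at pH 7.5.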
CXXC DNA block – inhibitors of human MLL CXXC domain-DNA interaction | Q03164 | MLL-CXXC / FITC-HOXA9 DNA fluorescence polarization | Potency, µM (doses to about 115 µM), without a hit: at the top dose activity change, negative = inhibition, usual class: inhibitors | 290,000 tested, 0.037% active | AID 2662; active = well fitted inhibition curve with a large enough effect in the polarisation, with a control signal flat, not every such curve was filed as active; inconclusive = small, poorly fitted or top-dose-only effect, or effect the other way, or a change in a side signal; inactive = no such curve, though single readings can be large or run the other way; the % refers to the polarisation; note: potency is the fitted concentration of half-maximal effect
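Steps: dispense CXXC domain solution (7 uM) → pin compounds or unlabeled HOX-A9 DNA control → 5 min ambient → add FLSN-HOX-A9 solution (50 nM) → spin → 30 min ambient → fluorescence polarization. Tris pH 7.5/NaCl/DTT/BSA buffer.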
B2AR arrestin – recruits beta-arrestin to the human beta2-adrenergic receptor | P07550 | beta-arrestin recruitment to beta2AR, cell-based reporter | Potency, µM (titrated, usually from 46.1 µM), inactives show top-dose activation, usual class: activators | 330,000 tested, 0.02% active | AID 492947;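 note: potency is the fitted concentration of half-maximal effect; 0% = DMSO controls and full agonism = EC100 isoproterenol or metaproterenol; nearly all actives have a fitted effect of over 65% in size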
a7 integrin act – activators of alpha7 integrin expression for muscular dystrophy; alpha7betagal myoblasts, beta-gal FDG fluorescence, 48 h; Potency, µM (series often up to 38.3 µM), for the others: at the top dose activation, most hits filed as activators; 350,000 tested, 0.064% active; AID 624291;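 note: potency is the fitted concentration of half-maximal effect; 100% = response of the positive control SU9516; nearly all actives have a fitted effect of over 60% in size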
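Alpha7betagal+/- myoblasts (passage 13) were plated 16-24 hr, then exposed to compounds (1:260 dilution of DMSO stock) for 48 hours at 37C. After MPER lysis, β-galactosidase reporter activity was read as FDG fluorescence (ex 480/em 540) after 30 minutes.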
TCR activator – activators of T cell receptors; primary human leukocytes, anti-CD3, IL-2 HTRF, 48 h; Potency, µM (highest dose often 9.22 µM), without a hit: at the highest dose activation of IL-2 secretion, hits mostly activators; 330,000 tested, under 10 active; AID 504894; note: % of control where 0% means no effect
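TCR engagement came from a-CD3 beads alone, with compounds added to primary human leukocytes for 48 hr. Secreted IL-2 bridged europium cryptate- and d2-labelled anti-IL-2 antibodies, giving FRET emission at 665nm after 320nm excitation.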
The depositor's hits bear a star; ? = inconclusive; . = not tested or not shown; & = joins results of further samples; [ ] = remark or other dose. Unless noted, calls come from the whole dose curve; as a rule, active = well fitted curve in the direction sought with a large enough effect; inconclusive = small, poorly fitted or top-dose-only effect, or another doubt; inactive = no such curve, though single readings can be large; an effect the other way counts as inactive or inconclusive. Compounds as they come; about 3.8% have a hit in one of these screens.

SMILES	ELG1 repair inh	AT treatment	p53 reactivation	TRPV1 agonist	BRCA1 expr up	PTAP TSG101 blk	CXXC DNA block	B2AR arrestin	a7 integrin act	TCR activator
CC1Cc2ccccc2N1C(=O)CN1C(=O)NC(C)(c2ccc3c(c2)OCCO3)C1=O (centres undefined)	0%	4%	-7%	10	-27%	-3%	-2%	0.1%	-23%	-8%
COc1ccc(N(C(=O)c2cccc(OC)c2OC)C2C=CS(=O)(=O)C2)cc1 (centres undefined)	9%	-4%	2%	9	11%	-4%	4%	0.1%	16%	1%
Cc1ccccc1N=C(NOCc1ccccc1)c1nonc1N	-29%	2%	21%	13	-34%	-8%	-6%	-1.4%	0%	-2%[46.1 µM]
Cc1cc(C)c2nc(-c3ccccn3)cc(C(=O)N3CCCC3)c2c1	-1%	-12%	2%	21	-24%	-4%	16%	-0.1%	9%	-9%
CN=C1SC(CC(=O)Nc2ccccc2F)C(=O)N1/N=C/c1ccc(O)c(OC)c1 (centres undefined)	2.9µM*	-5%	-2%	-5	-26%	-3%	3%	-0.1%	19%	12%
O=C(COC(=O)CNS(=O)(=O)c1c(Cl)cccc1Cl)Nc1ccccc1Sc1ccccc1	1%	-5%	-3%	-3	-1%	0%	17%	-0.2%	-5%	-3%[46.1 µM]
CCOc1ccccc1N1CCN(C(=O)c2c(Cl)cnn2C)CC1	1%	-8%	3%	2	-15%	-2%	4%	-0.3%	-22%	2%
CC(=O)NS(=O)(=O)c1ccc(N)cc1	-3%&-17%	16%&-2%	0%&2%	8&1	6%&-14%	0%&-4%	-2%	3.5%&0.0%	.	3%&1%
CCOC(=O)C1=C(COc2ccc(F)cc2Cl)NC(=O)NC1c1cc(C)ccc1C (centres undefined)	23%	4%	1%	12	-3%	-3%	8%	-1.1%	14%	-8%
COc1ccc(C(=O)NCCCN(C)CCCNC(=O)c2ccc(OC)cc2)cc1	2%	6%	9%	3	1%	-7%	11%	0.2%	-3%	-7%
CCCCNC(=O)NS(=O)(=O)c1ccc(NS(=O)(=O)c2ccccc2)cc1	0%	4%	-2%	-2	8%	-3%	-1%	-0.8%	-5%	-4%
CS(=O)(=O)Nc1ccccc1C(=O)OCC(=O)NCc1cccs1	0%	3%	9%	.	-10%	1%	.	-0.5%	1%	-2%
Cc1cc(NC(=O)c2cccnc2)ccc1NC(=O)c1cc2ccccc2o1	?	6%	-6%	-3	-14%	0%	-4%	-1.0%	11%	-1%
CC1CN(C(=O)CCNC(=O)c2ccccc2Cl)CC(C)O1 (centres undefined)	10%	4%	-2%	-3	-2%	-3%	9%	-0.4%	11%	3%
CCOc1ncccc1C(=O)NCCCSc1ccccc1	-6%	1%	-2%	10	-5%	-9%	14%	-0.8%	-28%	10%
Cc1nn(-c2c(Cl)cc(Cl)cc2Cl)c(=O)c2ccccc12	-26%	.	-2%	-5	-29%	0%	2%	-1.4%	-44%[inhibitor]	5%
COc1cc(C(=O)N2CCN(c3ccc(C)cc3C)CC2)cc(OC)c1OC	?	12%	17%	8	-36%	-4%	1%	0.3%	11%	-1%[46.1 µM]
O=C(NC1CCCC1)c1ccc2c(c1)S(=O)(=O)c1ccccc1C2=O	.	.	.	.	-5%	-2%	.	.	0%	3%
O=C(C1CCN(S(=O)(=O)N2CCOCC2)CC1)N1CCOCC1	9%	2%	-6%	-1	0%	-3%	-8%	-1.5%	3%	6%
O=C(c1ccc2oc(Cc3ccc(Cl)cc3)nc2c1)N1CCCCC1CCO (centres undefined)	-3%	9%	-2%	2	-1%	-2%	-7%	-0.1%	1%	3%
Cc1ccc(/C=N/NC(=O)c2cccc(NC(=O)c3ccccc3Cl)c2)o1	7%	4%	7%	-2	-4%	-5%	1%	-0.2%	0%	11%
O=C(O)c1cc(Cl)c(Cl)cc1C(=O)Nc1cccc2ncccc12	-4%	7%	10%	1	-6%	-6%	-2%	0.6%	-1%	-1%[46.1 µM]
C=C(C)Cn1c(-c2cccs2)n[nH]c1=S	11%	0%	1%	0	-18%	2%	8%	-0.6%	-12%	-1%
CCn1c(SCC(=O)N2CCN(S(=O)(=O)c3ccccc3)CC2)nnc1-c1cccs1	-13%	-2%	6%	-3	-37%	-6%	24%	-0.9%	0%	-1%
COCCNC(=O)/C(C#N)=C/c1c(N2CCN(c3ccccc3)CC2)nc2ccccn2c1=O	-11%	-17%	2%	22	1%	-5%	?	-0.7%	26%	6%
CSc1ccc(/C=N/n2nnnc2N)cc1	?	3%	24%	7	65%	-3%	3%	-0.3%	29%[7.66 µM]	6%
CC(=O)Nc1cccc(C(=O)N2CCN(S(=O)(=O)Cc3ccccc3)CC2)c1	-4%	19%	-7%	.	13%	-6%	.	-0.3%	12%	0%
O=C1CCCC(=O)C1=C1SCCCS1	1%	11%	-10%	-10	0%	-2%	-1%	-0.1%	11%	1%[46.1 µM]
Cc1ccccc1CNS(=O)(=O)c1ccc2c(c1)C(C)(C)C(=O)N2C	?	5%	-4%	1	-32%	-4%	9%	0.0%	6%	-1%
CC(C)N1CCC(N2CCN(Cc3ccc(Oc4ncccn4)cc3)CC2CCO)CC1 (centres undefined)	-25%	2%	-2%	0	2%	-2%	4%	-0.2%	6%	-7%
Cc1cccc(OC(C)C(=O)N2CCCN(C)CC2)c1C (centres undefined)	12%	-17%	4%	2	0%	0%	13%	-0.1%	0%	-5%
O=C(COc1ccccc1C(=O)Nc1ccccc1)c1ccc(Br)cc1	?	2%	1%	2	-22%	0%	-21%	0.3%	-5%	1%
OC(c1ccc(Cl)cc1)C(O)c1nc2ccccc2[nH]1 (centres undefined)	-3%	-3%	0%	1	-9%	-5%	-4%	0.0%	20%	-1%
COc1cc(NC(=O)CSc2nc(=O)n(CCCN3CCOCC3)c3c2CCC3)cc(OC)c1	-12%	-2%	2%	-4	-8%	-5%	.	0.1%	-26%	1%
CC(NC(=O)COC(=O)c1ccc2c(c1)OCCO2)c1ccccc1 (centres undefined)	14%	15%	8%	.	18%	0%	.	-0.1%	?	-1%
Cc1ccc(S(=O)(=O)NCc2ccncc2)cc1C(=O)NCC(C)C	-21%	3%	-1%	0	-10%	0%	-11%	0.3%	-35%	4%
Cc1oc(CC(C)C)cc1C(=O)NCCCC(=O)O	10%	-3%	-1%	-1	3%	-2%	-2%	0.1%	10%	-2%
COc1ccccc1C1=NN(C(=S)Nc2ccccc2)C(c2ccco2)C1 (centres undefined)	?	-5%	?	1	17%	0%	0%	0.3%	-32%[inhibitor]	-47%
CCOC(=O)C1(CCCc2ccccc2)CCN(C(=O)Cn2nc(C)nc2C)CC1	-10%	11%	-4%	3	10%	0%	-12%	0.2%	?	-5%
CCc1noc(C)c1C(=O)Nc1ccc(S(=O)(=O)N2CCCCC2)cc1	-15%	-2%	4%	7	-27%	-1%	.	0.5%	-4%	3%

Record cards, as listed above. Values in the order: ELG1 repair inh, AT treatment, p53 reactivation, TRPV1 agonist, BRCA1 expr up, PTAP TSG101 blk, CXXC DNA block, B2AR arrestin, a7 integrin act, TCR activator
`Cc1ccc(/C=N/NC(=O)c2cccc(NC(=O)c3ccccc3Cl)c2)o1` as listed: 7%, 4%, 7%, -2, -4%, -5%, 1%, -0.2%, 0%, 11%
`CSc1ccc(/C=N/n2nnnc2N)cc1` as listed: ?, 3%, 24%, 7, 65%, -3%, 3%, -0.3%, 29%[7.66 µM], 6%

Carrying on:
SMILES	ELG1 repair inh	AT treatment	p53 reactivation	TRPV1 agonist	BRCA1 expr up	PTAP TSG101 blk	CXXC DNA block	B2AR arrestin	a7 integrin act	TCR activator
Cc1csc(SCC(=O)Nc2ccccc2)n1	0%	-4%	-14%	1	-1%	-5%	1%	0.3%	5%	0%
COC(=O)Cn1c(=NC(=O)c2ccc(S(=O)(=O)N3CCc4ccccc4C3)cc2)sc2cc(OC)ccc21	?	16%	-2%	2	-3%	-1%	-3%	-0.6%	3%	0%[46.1 µM]
COc1ccc(NC(=O)CSc2nnc(C)n2Cc2ccccc2)cc1	6%	19%	1%	-3	2%	-9%	5%	-0.7%	2%	0%
O=C(CCNC(=O)c1ccccc1)NC1CCCc2ccccc21 (centres undefined)	15%	2%	2%	-8	-26%	1%	.	-0.3%	6%	-19%
C/C(=N\NC(=S)NC1CCCCC1)c1ccc(OC(F)F)cc1OC(F)F	-14%	5%	4%	-4	-72%	-3%	-8%	?	-40%	-3%
NC(=O)c1cccnc1Nc1cccc([N+](=O)[O-])c1	?	5%	10%	-3	1.8µM*	-2%	13%	-0.4%	-3%	.
O=C(/C=C/c1ccccc1Cl)NNC(=O)c1ccncc1	7%	-1%	12%	3	-21%	-1%	.	-1.2%	-48%[inhibitor]	3%
CCN1CCN(C(=O)CCc2nnc3ccc(N4CCC5(CC4)OCCO5)nn23)CC1	5%	1%	-3%	1	0%	2%	-8%	0.1%	0%	4%
CC(C)NC(=O)COc1coc(CN2CCN(c3ccccc3)CC2)cc1=O	-4%	6%	2%	1	-8%	0%	0%	-0.2%	-25%	3%
